From PubChem BioAssay
TSHR antagonist: blocks TSH signaling through the human TSH receptor; AID 504810; 330,000 tested, 0.2% active; activity change, negative = inhibition, % at 11.5 µM; P16473; TSHR-expressing cells, TSH-stimulated cAMP HTRF, 2 h; stronger effect = lower value;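 active = activity change below a set negative limit, meaning inhibition stronger than a set level, cut at about -70% in these data; inconclusive = activity change between two set negative limits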; note: % is set by controls: 0 for no effect and ±100 for the full control effect
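Antagonism was scored as loss of TSH-driven cAMP in TSHR cells, stimulated with 4nM TSH (EC80) for 2 hours at 37 deg C and detected by homogeneous HTRF competition immunoassay.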
ASM inhibitor: human S-ASM enzyme inhibition; 340,000 tested, 0.006% active; placental ASM, HMU-PC fluorogenic substrate, 60 min; AID 504937; Potency, µM (top dose mostly 57.5 µM), for the others: at the highest dose activity change, negative = inhibition, actives largely listed as inhibitors; P17405; note: potency is the fitted concentration of half-maximal effect
Target sequence (P17405 47-631 limits assumed): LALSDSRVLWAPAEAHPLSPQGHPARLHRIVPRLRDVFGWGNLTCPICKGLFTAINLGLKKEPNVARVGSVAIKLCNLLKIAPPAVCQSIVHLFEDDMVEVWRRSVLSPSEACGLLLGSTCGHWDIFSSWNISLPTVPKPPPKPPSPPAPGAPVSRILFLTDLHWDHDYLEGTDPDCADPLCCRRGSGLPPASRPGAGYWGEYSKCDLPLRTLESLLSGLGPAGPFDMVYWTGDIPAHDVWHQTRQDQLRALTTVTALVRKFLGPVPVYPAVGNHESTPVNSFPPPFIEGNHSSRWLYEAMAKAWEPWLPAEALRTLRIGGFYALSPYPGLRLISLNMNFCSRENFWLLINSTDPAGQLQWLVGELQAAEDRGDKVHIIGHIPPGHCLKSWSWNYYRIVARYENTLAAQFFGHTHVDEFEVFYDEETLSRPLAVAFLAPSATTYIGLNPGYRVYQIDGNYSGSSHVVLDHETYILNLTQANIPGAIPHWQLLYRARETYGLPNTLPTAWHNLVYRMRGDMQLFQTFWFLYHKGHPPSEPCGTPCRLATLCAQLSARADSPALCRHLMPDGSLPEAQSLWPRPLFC
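Human placenta-derived ASM enzyme was preincubated with compound for 10 minutes at room temperature, then given fluorogenic substrate HMU-PC0 (9 uM final) for 60 minutes at 37 °C; a pH 10 stop preceded fluorescence reading at Ex 386/Em 447 nm.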
AT treatment: potential ataxia-telangiectasia treatments restoring KAP-1 phosphorylation; […] A-T fibroblasts, KAP-1 phosphorylation AlphaLISA; neocarzinostatin DNA damage 30 min before lysis; Potency, µM (highest dose often 57.5 µM), for inactives: at the highest dose activation, hits mostly activators; 320,000 tested, 0.19% active; AID 485349; note: potency is the fitted concentration of half-maximal effect; % of control where 0% means no effect; nearly all actives have a fitted effect of over 45% in size
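hTERT-immortalized A-T patient fibroblasts ([…]), 500 cells/well in OPTI-MEM, 1% FBS, got compounds for 60 min, then NCS for 30 min at 37C. Lysates were then assayed for phospho-KAP-1 by AlphaLISA (anti-pKAP1 donor, anti-KAP1 acceptor beads), 6 hr at 25C.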
Integrin act MD: activators of alpha7 integrin expression for muscular dystrophy. alpha7betagal myoblasts, beta-gal FDG fluorescence, 48 h. Potency, µM (series often up to 38.3 µM), inactives show at the top dose activation, usual class: activators. 350,000 tested, 0.064% active. AID 624291;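 note: potency is the fitted concentration of half-maximal effect; 100% = response of the positive control SU9516; nearly all actives have a fitted effect of over 60% in size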
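alpha7betagal+/- myoblasts (passage 13, 250/well) treated 48 h at 37C with compounds at 1:260 dilution of DMSO stock. Lysed, then beta-galactosidase activity read as FDG fluorescence (ex 480/em 540) after 30 min, with pre-read for autofluorescence.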
Mito fusion act: mitochondrial division inhibition or fusion activation; Potency, µM (series often up to 46.1 µM), for the others: at the top dose growth rescue (activation), most hits filed as activators; AID 485298; S. cerevisiae fusion-defective mutant growth rescue, CellTiterGlo 48 h; 320,000 tested, 0.23% active;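 note: potency is the fitted concentration of half-maximal effect; % of control where 0% means no effect; nearly all actives have a fitted effect of over 45% in size; temperature-sensitive fusion mutants such as fzo1-1 at 37 °C on non-fermentable ethanol glycerol medium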
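Temperature-sensitive fusion-defective S. cerevisiae (e.g. fzo1-1, mgm1-5) were grown with compound in YPEG medium (3% ethanol, 3% glycerol) for 48 hours at 37C. Growth rescue was measured as viability by CellTiterGlo luminescence after 10 minutes at ambient.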
TSG101-PTAP inh: blocks PTAP/TSG101 interaction to inhibit HIV-1 budding; 340,000 tested, under 10 active; Q99816; Fluorescence polarization, FITC-PTAP peptide / Tsg101 binding; Potency, µM (highest dose often 115 µM), for the others: top-dose activity change, negative = inhibition, hits mostly inhibitors; active = well fitted inhibition curve with a large enough effect in the main read-out, with a control signal flat, not every such curve was filed as active; inconclusive = small, poorly fitted or top-dose-only effect, or effect the other way, or a change in a side signal; inactive = no such curve, though single readings can be large or run the other way; note: potency is the fitted concentration of half-maximal effect; % of control where 0% means no effect
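Fluorescence anisotropy tracks displacement of a FITC-tagged PTAP peptide (50 nM) from the Tsg101 binding domain (10 uM), following a 20 min room-temperature incubation at pH 7.5.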
ELG1 DNA repair: blocks ELG1-dependent DNA repair in HEK293T cells; HEK293T ELG1-luciferase reporter, luminescence, 16 h; DNA damage induced by 5-fluorouridine; Potency, µM (series often up to 46.1 µM), for inactives: top-dose activity change, negative = inhibition, hits mostly inhibitors; 330,000 tested, 2.3% active; note: potency is the fitted concentration of half-maximal effect; % is set by controls: 0 for no effect and ±100 for the full control effect; nearly all actives have a fitted effect of over 55% in size
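Quantitative HTS, concentration-response format. 2,000 cells/well co-treated with 5-fluorouridine and compound, 16 hr in 5% CO2 at 37 °C; ONE-Glo luminescence read after 30 min.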
Eya2 phos inh: blocks the phosphatase activity of human Eya2; O00167; recombinant Eya2, OMFP fluorescence dephosphorylation (OMFP is methylfluorescein phosphate); Potency, µM (doses to about 76.9 µM), for inactives: at the top dose activity, negative = inhibition, hits mostly inhibitors; 330,000 tested, 0.006% active; note: potency is the fitted concentration of half-maximal effect; % is set by controls: 0 for no effect and ±100 for the full control effect
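Eya2 (0.2 uM) preincubated 10 min at ambient with compound, then OMFP substrate added at 50 uM; 10 min reaction in 50 mM HEPES pH 7.5, 50 mM NaCl, 5 uM MgCl2, 0.05% BSA, 1 mM DTT. Fluorescence read at Ex 485/Em 525 nm.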
Tb PFK inh: T. brucei PFK enzyme inhibition | T. brucei PFK, ADP-Glo luminescence | Potency, µM (series often up to 57.5 µM), inactives show at the top dose activity, negative = inhibition, hits mostly inhibitors | 330,000 tested, 0.17% active | AID 485367;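 note: potency is the fitted concentration of half-maximal effect; 0% = uninhibited 1x PFK enzyme wells and -100% = no-enzyme wells; nearly all actives have a fitted effect of over 60% in size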
Target sequence (O15648 whole entry, looked up): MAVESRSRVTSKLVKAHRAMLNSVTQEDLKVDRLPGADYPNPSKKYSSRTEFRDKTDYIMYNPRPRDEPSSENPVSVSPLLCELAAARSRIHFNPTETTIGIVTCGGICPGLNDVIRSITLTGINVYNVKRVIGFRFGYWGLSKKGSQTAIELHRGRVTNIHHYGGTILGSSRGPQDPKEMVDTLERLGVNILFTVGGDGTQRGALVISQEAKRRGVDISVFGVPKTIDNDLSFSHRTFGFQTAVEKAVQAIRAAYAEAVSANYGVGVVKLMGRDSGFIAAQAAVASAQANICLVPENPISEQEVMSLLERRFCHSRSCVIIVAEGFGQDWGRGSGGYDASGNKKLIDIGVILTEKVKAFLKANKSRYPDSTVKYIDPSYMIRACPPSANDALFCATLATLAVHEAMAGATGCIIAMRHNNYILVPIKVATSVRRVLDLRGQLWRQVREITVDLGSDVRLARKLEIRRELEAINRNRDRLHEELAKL
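Luminescent ADP detection (ADP-Glo, two-step: ATP depletion then ADP-to-ATP conversion for luciferase) reported PFK activity after 45 min room-temperature reaction of 1.25 nM enzyme with 0.5 mM F6P and 0.1 mM ATP at pH 8.0.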
TCR activator: T cell receptor activation; primary human leukocytes, anti-CD3, IL-2 HTRF, 48 h; Potency, µM (titrated, usually from 9.22 µM), for the others: top-dose activation of IL-2 secretion, most hits filed as activators; 330,000 tested, under 10 active; AID 504894; note: % of control where 0% means no effect
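1) Mix primary human leukocytes, a-CD3 beads and compound. 2) Incubate 48 hr. 3) Add HTRF IL-2 reagents (a-IL-2-K, a-IL-2-d2).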
Chronic BCR inh: blocks chronic active B-cell receptor signaling | 340,000 tested, 0.05% active | Potency, µM (highest dose often 46.1 µM), for inactives: at the top dose ratio change, negative = lower green/red ratio, actives largely listed as inhibitors | ABC-DLBCL IkBa-CBG/CBR reporter, luminescence ratio, 4 h | AID 493014; active = well fitted inhibition curve with a large enough effect in the signal ratio, with a control signal flat, not every such curve was filed as active; inconclusive = small, poorly fitted or top-dose-only effect, or effect the other way, or a change in a side signal; the % refers to the signal ratio;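 note: potency is the fitted concentration of half-maximal effect; plate controls were basal doxycycline-induced cells for no effect and cells given 10 µM MG132 for full effect; MG132 reads +100%, hits lower the ratio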
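TMD8 ABC-DLBCL cells carrying doxycycline-inducible green luciferase fused to IkappaBalpha plus unfused red luciferase were exposed to compounds (up to 46 uM) for 4 hrs at 37C. Activity came from the overlap-corrected green/red luminescence ratio.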
* hit, by the source's call; u = inconclusive; x = not tested or not shown; [ ] = dose if it differs, or a comment. Unless noted, calls come from the whole dose curve; as a rule, active = well fitted curve in the direction sought with a large enough effect; inconclusive = small, poorly fitted or top-dose-only effect, or another doubt; inactive = no such curve, though single readings can be large; an effect the other way counts as inactive or inconclusive. Compounds as they come. About 3.2% of those tested had a hit in this group.

SMILES | TSHR antagonist | ASM inhibitor | AT treatment | Integrin act MD | Mito fusion act | TSG101-PTAP inh | ELG1 DNA repair | Eya2 phos inh | Tb PFK inh | TCR activator | Chronic BCR inh
O=C(NCCc1ccc(C(F)(F)F)cc1)C1COc2ccccc2O1 (stereo not drawn) | 20.2 | -1.8% | 7.2% | 1.5% | u | -9.3% | 9.9% | -7.7% | -0.6% | -11.8% | -0.5%
Cc1cc(C(=O)OCC(=O)N2CCC(c3ccccc3)=N2)ccc1[N+](=O)[O-] | -15.5 | -3.3% | -1.6% | -8.4% | -1.9% | -0.4% | -3.0% | 8.6% | 19.6% | 3.3% | 3.5%
COCCNC(=O)C1CC(c2ccc(F)cc2)=NO1 (stereo not drawn) | 1.7 | 6.1% | x | 15.6% | 0.1% | -9.0% | 9.6% | 3.3% | -4.3% | 0.5% | 31.6%
CCOCCCNC(=O)CN1C(=O)C(CC)Oc2ccccc21 (stereo not drawn) | 1.3 | 4.0% | -5.4% | 13.1% | 2.2% | -1.4% | -0.8% | 1.2% | -2.2% | 1.8% | -15.6%
CCOc1ccc(CCNC(=O)c2cnccn2)cc1OCC | -3.5 | 1.3% | -4.5% | u | -5.5% | -0.1% | -5.0% | -1.3% | 3.1% | -0.1% | -1.7%
CCN(CC)S(=O)(=O)c1ccc(S(=O)(=O)N2CCN(C(=O)c3ccco3)CC2)cc1 | -1.4 | -2.9% | 3.7% | 33.2% | -5.6% | -2.1% | -8.1% | 5.3% | -1.4% | 2.1%[46.1 µM] | u
N#CCCNC(=O)CCN1CCCCC1 | -8.9 | 2.9% | x | 4.4% | -1.5% | -5.0% | 17.4% | -10.3% | -0.4% | 5.1% | -1.4%
O=C(NNC(=O)c1ccccc1[N+](=O)[O-])c1cnccn1 | 8.8 | -1.7% | 6.6% | 13.3% | -1.3% | -2.7% | 14.3% | -13.6% | -13.3% | 0.6% | 6.9%
CCC(NC(=O)CCC(=O)N1CCN(S(=O)(=O)c2ccc(C)cc2)CC1)c1ccc(C)cc1 (stereo not drawn) | 14.8 | 0.8% | 2.5% | 5.1% | -0.6% | -3.4% | -23.8% | -13.1% | 0.0% | -3.7% | 3.4%
O=C(OCn1nnc2ccccc2c1=O)c1ccc(O)cc1 | -3.2 | -0.4% | -2.3% | u | -2.9% | 0.3% | 6.2% | -2.6% | -5.4% | 5.1% | -19.4%
C[C@]12CC[C@@H]3c4ccc(O)cc4CC[C@H]3[C@@H]1C[C@@H](O)[C@@H]2O | -2.1 | 0.7% | -8.7% | x | -3.5% | 2.6% | -4.0% | -2.6% | 0.7% | -31.2% | -2.9%
Cc1ncc(CSc2ccc(Cl)cc2)c(CO)c1O | 1.4 | 8.0% | -21.1% | 0.0% | 3.8% | -1.3% | u | -5.1% | -2.3% | 4.9% | u
CCN(CC)S(=O)(=O)c1ccc(C(=O)Nc2cc3oc4ccccc4c3cc2OC)cc1 | 4.4 | 4.7% | -8.0% | 22.7% | -3.0% | -0.1% | u | 2.6% | 2.0% | 2.8%[46.1 µM] | -1.0%
O=C(COC(=O)c1ccccc1C(=O)c1ccc(Cl)cc1)NC(c1ccccc1)c1ccccc1 | -4.1 | -11.4% | 10.6% | 21.0% | -3.0% | -3.4% | 1.2% | 3.7% | 6.4% | -1.3%[46.1 µM] | -0.3%
COc1ccc2[nH]c(=O)c(CN(Cc3ccc(C)cc3)Cc3nnnn3CC3CCCO3)cc2c1 (stereo not drawn) | -3.2 | 16.6% | 4.3% | -1.7% | 0.9% | -6.1% | u | -13.2% | 3.7% | 10.2% | 8.7%
CCOC(=O)N1CCN(Cc2nc(-c3ccc(C)cc3)no2)CC1 | 8.3 | 3.7% | 10.3% | -16.3% | -4.4% | -0.9% | -2.7% | -17.9% | -0.6% | 8.6% | -3.7%
CC1=C(C(=O)Nc2cccnc2)C(c2ccccn2)n2nnnc2N1 (stereo not drawn) | 49.1 | 0.9% | 10.6% | -35.1% | 4.7% | -4.3% | 0.6% | 20.4% | -1.2% | -1.4% | u
O=C(NCCOc1ccccc1-c1ccccc1)c1ccco1 | -7.3 | 3.2% | 0.8% | 9.5% | 18.6% | -5.5% | 16.6% | 3.8% | -2.4% | -5.1% | 3.6%
Cc1ccc(NC(=O)CNC(=O)c2ccco2)c(Cl)c1 | -5.8 | 2.2% | 57.6% | 16.3% | 10.4% | 0.0% | u | 5.4% | 12.6% | -0.9% | -0.3%
CCOc1ccccc1N(CC(=O)NC1CCCC1)C(=O)CNC(=O)c1cccs1 | -10.6 | -4.0% | 8.9% | -21.8% | 6.4% | 1.6% | 2.3% | -11.7% | 3.1% | 5.0% | u
CCOC(=O)/C=C/C(=O)OCC(=O)N1CCN(C(=O)c2ccco2)CC1 | 4.3 | -0.1% | 11.7% | -26.0% | -10.6% | x | -6.0% | -4.2% | -5.9% | 2.0% | 12.7%
CC(=O)c1ccc(NC(=S)NCCCn2ccnc2)cc1 | 7.1 | 2.9% | 8.0% | -1.3% | 1.1% | 0.6% | u | 13.4% | -0.3% | x | 0.9%
COc1ccc(C(=O)Nc2ccc(N3CCN(C(=O)c4ccccc4)CC3)cc2)cc1[N+](=O)[O-] | 8.9 | -3.5% | 2.9% | -61.0%[inhibitor] | -1.0% | 0.6% | u | 5.1% | -2.1% | 4.4% | -6.8%
Cc1onc(-c2ccccc2)c1C(=O)Nc1ccc(C(=O)N2CCCCC2)cc1 | -10.6 | 1.5% | 0.2% | 4.3% | 0.4% | -3.5% | u | -0.9% | 2.6% | -1.5% | -5.8%
O=C(NCCN1CCN(c2ccccc2)CC1)c1cccn2c(=O)c3cc(Cl)ccc3nc12 | 5.3 | 4.1% | 3.1% | -17.6% | 7.6% | -0.8% | -11.8% | 22.2% | -1.0% | -4.6% | u
SMILES | TSHR antagonist | ASM inhibitor | AT treatment | Integrin act MD | Mito fusion act | TSG101-PTAP inh | ELG1 DNA repair | Eya2 phos inh | Tb PFK inh | TCR activator | Chronic BCR inh
CC(C)(C)c1ccc(S(=O)(=O)N2CCN(c3ncccn3)CC2)cc1 | -10.4 | 1.4% | 4.5% | 8.3% | -2.6% | 0.4% | 1.0% | -1.4% | -1.7% | 1.2% | u
COc1ccc(N2C(=O)CNC2=S)cc1 | 24.6 | 4.4% | -5.6% | -5.8% | -4.8% | 0.0% | 11.0% | -0.7% | -7.9% | -10.4%[46.1 µM] | 9.4%
O=S(=O)(c1ccc(Cl)cc1)n1nnc2ccccc21 | 0.9 | 1.7% | -2.4% | -16.4% | 0.1% | -6.5% | 4.5% | 5.2% | 0.5% | -4.5% | -10.5%
COc1cccc(OC)c1C(=O)Nc1ccc2c(c1)OCCO2 | -5.4 | -0.1% | 3.9% | -22.1% | 2.1% | -4.2% | 11.5% | 8.4% | -3.0% | 3.7% | 0.4%
O=C(CCCOc1ccc(Cl)cc1Cl)Nc1ncccn1 | 1.6 | 6.0% | 0.6% | -7.3% | 8.0% | -6.3% | 0.0% | -3.7% | 0.7% | 1.0% | u
CC(=O)Nc1ccc(S(=O)(=O)Nc2cccc(NC(=O)C(C)(C)C)c2)cc1 | 3.7 | 3.9% | 2.7% | 20.1% | -4.0% | -9.6% | 6.0% | 8.5% | -6.4% | 4.9% | 1.1%
Cc1c(Cc2ccc3c(c2)OCO3)sc(NC(=O)c2ccccc2)c1C(N)=O | -10.4 | 155.0%[activator] | 8.6% | 6.0% | 3.8% | 0.2% | u | 2.4% | -0.4% | -4.7% | 3.5%

Taken from above:
TSG101-PTAP inh result of `COc1ccc(N2C(=O)CNC2=S)cc1` stands at 0.0%
TSG101-PTAP inh result of `O=S(=O)(c1ccc(Cl)cc1)n1nnc2ccccc21` stands at -6.5%
